High-throughput results from PubChem.
EBV gp42 inh: Epstein-Barr virus gp42 inhibitors, primary screen, biochemical, uHTS, fluorescence polarization | actives 0.42% (n = 220,000) | Fluorescence polarization binding assay, mP read-out | Glycoprotein 42 (Epstein-Barr virus (strain AG876)), Q1HVG2 | inhibition, % (tested at 21.74 µM); in the data active = inhibition above about 50%
Cl transport mod: KCC2 cotransporter modulators, thallium flux, primary screen, cell-based, HEK293 KCC2, FluoZin-2 fluorescence, MLSMR; Solute carrier family 12 member 5 (Homo sapiens), Q9H2X9; KCC2 cells, thallium flux FluoZin-2 fluorescence; B-score of Tl+ flux slope (higher = more flux/activation; lower = inhibition) at 10 µM; actives 2.2% (n = 190,000);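 active = thallium flux slope and its plate-corrected score both differing from the plate sample mean at a set confidence after two filtering rounds, in either direction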;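 note: slope of fluorescence scaled to starting intensity during 10 to 20 s after thallium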
Target sequence (Q9H2X9 whole entry, looked up): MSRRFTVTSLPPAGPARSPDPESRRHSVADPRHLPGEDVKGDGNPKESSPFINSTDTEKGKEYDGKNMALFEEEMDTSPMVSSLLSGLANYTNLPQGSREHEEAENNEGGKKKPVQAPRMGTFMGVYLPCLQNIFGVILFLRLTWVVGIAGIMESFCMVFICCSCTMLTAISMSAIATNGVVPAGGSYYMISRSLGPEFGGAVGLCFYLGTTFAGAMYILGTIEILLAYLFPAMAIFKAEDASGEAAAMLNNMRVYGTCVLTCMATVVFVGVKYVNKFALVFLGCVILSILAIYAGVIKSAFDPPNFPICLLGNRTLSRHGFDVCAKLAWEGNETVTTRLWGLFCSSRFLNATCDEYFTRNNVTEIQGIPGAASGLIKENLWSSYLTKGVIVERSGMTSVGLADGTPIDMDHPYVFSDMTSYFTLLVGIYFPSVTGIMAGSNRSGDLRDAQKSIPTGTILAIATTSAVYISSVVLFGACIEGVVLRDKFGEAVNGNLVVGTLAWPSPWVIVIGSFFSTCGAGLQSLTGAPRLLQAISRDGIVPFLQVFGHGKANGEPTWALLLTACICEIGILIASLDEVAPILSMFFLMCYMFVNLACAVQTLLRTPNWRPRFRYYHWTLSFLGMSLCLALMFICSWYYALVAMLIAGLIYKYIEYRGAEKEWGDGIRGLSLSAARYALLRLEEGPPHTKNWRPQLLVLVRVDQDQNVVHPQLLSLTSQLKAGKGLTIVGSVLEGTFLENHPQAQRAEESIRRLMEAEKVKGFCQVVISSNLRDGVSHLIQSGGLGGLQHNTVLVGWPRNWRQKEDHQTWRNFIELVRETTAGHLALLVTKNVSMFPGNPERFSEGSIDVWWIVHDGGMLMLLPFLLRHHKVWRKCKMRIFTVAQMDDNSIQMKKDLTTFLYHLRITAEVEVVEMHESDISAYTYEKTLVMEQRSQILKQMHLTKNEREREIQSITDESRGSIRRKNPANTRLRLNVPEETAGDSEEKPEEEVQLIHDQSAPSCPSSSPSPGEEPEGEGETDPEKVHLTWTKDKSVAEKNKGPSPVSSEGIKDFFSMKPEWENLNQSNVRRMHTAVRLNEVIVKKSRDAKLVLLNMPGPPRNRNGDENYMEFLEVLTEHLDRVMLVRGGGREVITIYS
Furin inhibitor: human furin inhibitors, primary screen, biochemical, fluorescence intensity. P09958. purified furin, fluorogenic substrate cleavage. inhibition, % at 30 µM. actives 0.061% (n = 220,000). AID 463115, 2010; in the data active = inhibition above about 25%; note: inactives centre near -15
m-calpain inh: inhibitors of pig calpain II, primary screen, biochemical, fluorogenic peptide substrate, 1536-well; actives 0.37% (n = 220,000); inhibition, % at 16 µM; purified calpain II, 30 min; AID 1236, 2008;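 active = inhibition above about 50%, limit read from the data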
TRPML3 ag: human TRPML3 channel agonists, primary screen, cell-based, HEK293 TRPML3-YFP, Fluo-8 calcium fluorescence, 3 µM. Mucolipin-3 (Homo sapiens), Q8TDD5. 100% = the carbachol control signal. activation, % at 3 µM. actives 0.29% (n = 220,000). AID 1448, 2008;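 active = activation above its plate's cutoff, the mean activation of the plate's test wells plus 3 SD, cut at about 12% in these data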;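 note: 0% = DMSO only wells and 100% = carbachol wells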
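Material: HEK293 cells stably carrying human TRPML3-YFP; compound dosing: single dose, 3 µM final nominal compound, 0.3% DMSO final; incubation: 1-h 37 °C dye load, 5-s basal, 120-s post-compound reads; technique: Fluo-8 intracellular calcium fluorescence, excitation 470-495 nm, emission 515-575 nm; read-out basis: percent activation from peak-to-basal fluorescence ratio, scaled between DMSO and carbachol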
thrombin 1536: human alpha-thrombin inhibitors, primary screen, counter-screen for coagulation protease inhibitor project, biochemical, 1536-well, fluorogenic AMC substrate; Prothrombin (Homo sapiens), P00734; Boc-VPR-AMC fluorogenic substrate cleavage; inhibition, % at 5 µM; actives 0.26% (n = 220,000); AID 1046, 2008;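 active = inhibition at or above 40%; inactive = inhibition below 40%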;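 note: 0% = enzyme with no compound and 100% = wells without enzyme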
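Assay system: human alpha-thrombin enzyme. Reagent: Boc-VPR-AMC substrate, 15 µM final. Compound dosing: one concentration per compound, 5 µM, with 0.2% DMSO. Incubation: room-temperature reaction. Technique: AMC fluorescence, 355/460 nm. Measure: % inhibition relative to enzyme controls and enzyme-free blanks.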
Tb hexokinase: Trypanosoma brucei hexokinase 1 inhibitors, primary screen, biochemical, G6PDH-coupled NADH absorbance, MLSCN library; recombinant TbHK1, G6PDH-coupled NADH A340; actives 0.11% (n = 220,000); hexokinase 1 [Trypanosoma brucei]; inhibition, % at 10 µM; AID 1430, 2008;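 active = inhibition of 50% or more in the single-dose primary screen; inactive = inhibition below 50%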
PPC-1+TRAIL kill: compounds killing PPC-1 cancer cells with TRAIL present, primary screen, TRAIL potentiator project, ATPLite luminescence, uHTS; PPC-1 cells + TRAIL, ATPLite viability luminescence; cell killing (% activity), % at 4 µM; actives 0.41% (n = 220,000);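 active = cell killing above 50% in the first pass at 4 µM, then a duplicate retest at 5 µM averaging 50% or more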;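 note: plate controls were cells with TRAIL plus DMSO for no effect and medium-only wells lacking cells for full effect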
TRPN1 ag: zebrafish TRPN1 channel agonists, primary screen, cell-based, HEK293, calcium fluorescence. HEK293 zebrafish TRPN1-YFP, Fluo-8 calcium fluorescence; 100% = response to 87 µM carbachol. activation, % at 3 µM. actives 0.18% (n = 220,000). AID 1424, 2008;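 active = activation above its plate's cutoff, the mean activation of test wells on that plate plus 3 SD, cut at about 19% in these data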;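 note: 0% = DMSO alone and 100% = 87 µM carbachol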
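Material – zebrafish TRPN1-YFP in HEK293 cells · Doses – 3 µM single point · Schedule – dye 1 h 37 °C plus 30 min RT · Signal – Fluo-8 calcium fluorescence, excitation 470-495 nm, emission 515-575 nm · Read-out – % activation versus carbachol response · Control set – carbachol high, DMSO low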
Starred values were filed as active, the others as inactive; nt = no result given; [ ] = another dose, or the depositor's remark.

#	SMILES	EBV gp42 inh	Cl transport mod	Furin inhibitor	m-calpain inh	TRPML3 ag
1	O=C(CN1CCC(n2nnc3cc(F)ccc32)CC1)NC1CCCCC1	-20	nt	-9	10	0.5
2	O=c1nc(Nc2ccccc2)sc2ccc([N+](=O)[O-])cc12	-13	1	-18	9	0.9
3	CCOC(=O)c1nnn(-c2ccc(OC)cc2)c1N	-5	-0.24	-22[20 µM]	-17	0.1
4	COc1ccc(CCNC(=O)CSc2ccc3ccccc3c2)cc1OC	-17	-2.6	-9	-8	-0.3
5	CCCS(=O)(=O)NCCc1cc2c(C)ccc(C)c2[nH]c1=O	-16	1.2	-18	1	-0.3
6	N#Cc1c(N)c(C#N)c(-c2ccc(O)cc2)c2c1CCCC2	-2	nt	-25	-59	-0.7
7	O=C(Nc1ccccc1)C1CC(=O)n2ncnc2N1 (centres undefined)	-13	nt	-14[20 µM]	-7	0.9
8	C/C(NC1CCCC1)=C(/C#N)C(N)=O	-9	0.049	-18[20 µM]	-36	0.5
9	CN1CCN(c2ncnc3c2[nH]c2ccc(F)cc23)CC1	-11	0.0049	-27	-240	1.7
10	CCc1ccc2[nH]c(=O)c(C(c3nnnn3Cc3ccc(OC)cc3)N3CCOCC3)cc2c1 (centres undefined)	-18	-0.84	-3	-66	0.0
11	CCOC(=O)N1CCN(C(=O)Nc2ccc3nccnc3c2)CC1	-12	0.14	-6[20 µM]	-175	0.3
12	Cn1c(CC(=O)Nc2ccccc2)nnc1SCC(=O)c1ccccc1	5	nt	-9[20 µM]	-7	0.2

#	thrombin 1536	Tb hexokinase	PPC-1+TRAIL kill	TRPN1 ag
1	-5	27	3	0.7
2	-4	4	16	0.6
3	-2	2	15	1.1
4	-3	0	-2	1.1
5	-9	-7	-10	-1.0
6	1	1	2	-0.7
7	-2	-1	2	0.2
8	-7	-3	-6	1.2
9	4	-12	-11	-0.1
10	2	38	23	-0.3
11	-1	-14	25	0.4
12	-9	-9	3	1.1

Random excerpt: 2 compounds from above.
#	SMILES	EBV gp42 inh	Cl transport mod	Furin inhibitor	m-calpain inh	TRPML3 ag
4	COc1ccc(CCNC(=O)CSc2ccc3ccccc3c2)cc1OC	-17	-2.6	-9	-8	-0.3
3	CCOC(=O)c1nnn(-c2ccc(OC)cc2)c1N	-5	-0.24	-22[20 µM]	-17	0.1

#	thrombin 1536	Tb hexokinase	PPC-1+TRAIL kill	TRPN1 ag
4	-3	0	-2	1.1
3	-2	2	15	1.1

One compound at a time (already shown).
Entry for `C/C(NC1CCCC1)=C(/C#N)C(N)=O` → EBV gp42 inh: -9; Cl transport mod: 0.049; Furin inhibitor: -18[20 µM]; m-calpain inh: -36; TRPML3 ag: 0.5; thrombin 1536: -7; Tb hexokinase: -3; PPC-1+TRAIL kill: -6; TRPN1 ag: 1.2
Entry for `CCOC(=O)N1CCN(C(=O)Nc2ccc3nccnc3c2)CC1` → EBV gp42 inh: -12; Cl transport mod: 0.14; Furin inhibitor: -6[20 µM]; m-calpain inh: -175; TRPML3 ag: 0.3; thrombin 1536: -1; Tb hexokinase: -14; PPC-1+TRAIL kill: 25; TRPN1 ag: 0.4

Remaining list, next part.
#	SMILES	EBV gp42 inh	Cl transport mod	Furin inhibitor	m-calpain inh	TRPML3 ag
13	O=C1NCCN1C(=O)N(c1ccccc1)c1ccccc1	-3	-0.24	-19	-3	0.5
14	CCOc1ccc(S(=O)(=O)NCc2cccs2)cc1	-19	-0.89	-7[20 µM]	6	-0.6
15	O=C(c1ccco1)N1CCN(/C(=N/S(=O)(=O)c2cccs2)c2ccccc2Cl)CC1	-5	0.89	-9[20 µM]	-3	0.6
16	CCCCCn1c(SC(C)C(C)=O)nc2c1c(=O)[nH]c(=O)n2C (centres undefined)	-12	-0.67	-16	-15	0.3
17	CCCN(CCC)C(=O)c1ccccc1C(=O)N(CCC)CCC	-7	0.2	-2[20 µM]	-23	-0.1
18	Cc1c(CCOC(=O)c2ccc([N+](=O)[O-])cc2)sc[n+]1CC(=O)c1ccccc1	-4	-0.39	-22	-14	0.2
19	Clc1cccc(Cl)c1COc1ccncc1	-20	0.51	7[20 µM]	-2	0.4
20	COc1cc(Cl)c(C)cc1NC(=O)c1ccc2c(SCC(=O)O)c3c(nc2c1)CCCC3	-4	-2.4	-29	-77	-0.1
21	Cc1cc(C)cc(NC(=S)NCCc2c[nH]c3ccccc23)c1	13	-1.7	-20	7	0.1
22	CCCCN(Cc1ccccc1)C(=O)C1CCN(Cc2sccc2C)CC1	-10	-1.9	-10	6	0.4
23	CC(=O)c1ccc(OCCCC(=O)Nc2cccc(S(=O)(=O)N(C)C)c2)cc1	-17	-0.55	-13	-6	0.6
24	Cc1ccc(C)c(OCC(O)CN2CCC(CN3C(=O)c4cccc5cccc(c45)C3=O)CC2)c1 (centres undefined)	-19	0.73	-21	-8	0.9

#	thrombin 1536	Tb hexokinase	PPC-1+TRAIL kill	TRPN1 ag
13	-4	-2	2	0.4
14	-6	6	27	-1.5
15	-4	3	25	0.6
16	-9	-1	10	0.4
17	0	-2	15	1.6
18	0	1	-9	1.3
19	-2	-7	26	-1.1
20	9	-6	-2	1.3
21	-2	0	-21	-1.4
22	2	1	13	0.6
23	-7	32	27	1.1
24	-2	0	26	-1.0

The list continues:
#	SMILES	EBV gp42 inh	Cl transport mod	Furin inhibitor	m-calpain inh	TRPML3 ag
25	CN(C)S(=O)(=O)c1ccc(C(=O)N2CCC(c3nc4ccccc4o3)CC2)cc1	-5	-0.31	-18[20 µM]	9	0.5
26	CC(=O)N/C(=C\c1ccc(Br)s1)C(=O)O	1	1.3	-2	1	0.9
27	O=C(C1CC1)N1CCc2cc(Br)cc(S(=O)(=O)NCc3ccco3)c21	1	0.59	-22	23	0.8
28	COc1cc(NC(=O)C(=O)Nc2ccc3nc4n(c(=O)c3c2)CCCCC4)cc(OC)c1OC	-13	1.6	-13	5	-0.2
29	COc1c(Br)cc([N+](=O)[O-])c(OC)c1C(=O)NC(=O)Nc1nc(C)cc(C)n1	-8	-3.7	-12	16	-1.4
30	COC(=O)c1cc(OC)nc2ccc(Br)cc12	-6	-0.41	-16	-16	0.4
31	S=C(Nc1ccc(Cl)cc1Cl)Nn1cnnc1	-11	0.73	-19	10	0.1
32	Cc1cccc2sc(NC(=O)c3ccc(Cl)s3)nc12	-8	3	-31	-131	0.2
33	COc1ccc(NC(=S)N(CCO)Cc2cc3c(C)cc(C)cc3[nH]c2=O)cc1	-12	-1	-12	-28	0.1
34	Cc1ccc2c(c1)N(C(=O)c1ccco1)C(C)(C)c1ssc(=S)c1-2	-15	1.7	-8[20 µM]	-38	0.1
35	NCC12CC3CC(CC(O)(C3)C1)C2	-16	0.54	-17[20 µM]	-6	1.2
36	CCN1CCCC1CNCc1cc(OC)c(OC)c(OC)c1 (centres undefined)	-6	nt	-16[20 µM]	-8	0.5

#	thrombin 1536	Tb hexokinase	PPC-1+TRAIL kill	TRPN1 ag
25	-5	0	30	0.5
26	nt	-11	-2	0.7
27	-1	1	-3	-0.1
28	0	-16	11	-1.8
29	-5	-19	11	-2.7
30	-5	-5	-6	1.3
31	-9	-5	-11	-1.4
32	-3	-19	-10	-0.5
33	-5	-15	-6	-2.4
34	7	-18	5	-1.0
35	0	-11	-3	0.9
36	-7	-7	-2	1.7

The list continues.
#	SMILES	EBV gp42 inh	Cl transport mod	Furin inhibitor	m-calpain inh	TRPML3 ag
37	O=C(Oc1cccc([N+](=O)[O-])c1)N1CCCCC1	5	-0.051	-12	10	-0.1
38	O=C(OCC(=O)N1CCOCC1)c1ccc(N2CCOCC2)c([N+](=O)[O-])c1	-4	-0.99	-25	-18	0.4
39	CN=Cc1c(NC)nc2c(C)cccn2c1=O	8	1.5	-14[20 µM]	-199	0.5
40	COc1ccc(C2/C=C\CN(Cc3ccco3)CC(=O)N2Cc2ccc(F)cc2)cc1 (centres undefined)	-17	2.7	-32	-16	nt
41	CN1C(=O)[C@@H]2[C@@H]3C[C@@H]([C@H]4ON=C(c5ccc(Cl)cc5Cl)[C@@H]34)[C@@H]2C1=O	10	0.24	-14	-17	1.0
42	O=C(CSc1nnc(-c2ccc(Cl)s2)o1)N1CCc2ccccc21	nt	2.1	19[20 µM]	nt	0.5
43	COc1ccc(Nc2cc(Cl)ccc2C(=O)O)cn1	19	0.36	-9	-15	0.9
44	CCOC(=O)c1ccc(NC(=O)CN(c2ccc(C)cc2)S(=O)(=O)c2c(C)nn(C)c2C)cc1	-10	nt	-11[20 µM]	-17	3.5
45	COc1ccc(-c2nc(-c3ccc(Br)cc3)no2)c(OC)c1	-9	-0.21	-19[20 µM]	-41	1.0
46	O=C1c2ccccc2NC(c2cccc(Cl)c2)N1N=C1CCCCCC1 (centres undefined)	-3	-0.46	-14[20 µM]	-306	-0.6
47	Cc1cc(C)c(C#N)c(SCc2ccc3c(c2)OCO3)n1	-2	nt	-14[20 µM]	20	0.0

#	thrombin 1536	Tb hexokinase	PPC-1+TRAIL kill	TRPN1 ag
37	6	-5	6	-1.9
38	-1	-6	-13	0.8
39	3	-26	-22	1.6
40	1	-4	17	nt
41	11	-6	5	-0.1
42	nt	-8	11	1.0
43	2	-17	18	1.6
44	2	-11	-7	2.2
45	-6	-5	-6	0.0
46	4	1	14	1.4
47	1	3	-12	-1.8
